NCI-60 one-dose screen, 48 h, at 10 µM unless noted. Numbers give growth in % (100 = growth as untreated, 0 = no growth, -100 = all killed).
RXF 393: RXF 393 renal cancer cells. hit rate 6.9% among 77,000. AID 1794773
IGROV1: IGROV1 ovarian cancer. hit rate 4.7% among 79,000
SK-OV-3: SK-OV-3 ovarian cancer cells. AID 1794785. hit rate 3.2% among 80,000
UO-31: UO-31 renal cancer; AID 1794768; hit rate 5.2% among 81,000
ACHN: ACHN renal cancer; hit rate 4.9% among 81,000; AID 1794771
SN12C: SN12C renal cancer cells. AID 1794767. hit rate 3.8% among 81,000
786-0: 786-0 renal cancer cells. hit rate 5.1% among 81,000. AID 1794775
TK-10: TK-10 renal cancer cells. hit rate 3.9% among 81,000
An asterisk follows results filed as active; · = not tested or not shown; & = joins results of further samples. How the source made its calls: active means growth percent below 10; inactive means the rest.

Keys – A = RXF 393; B = IGROV1; C = SK-OV-3; D = UO-31; E = ACHN; F = SN12C; G = 786-0; H = TK-10
canonical_smiles: COC(=O)c1cc(=O)n2[nH]c(Nc3ccccc3)c(-c3nc4ccccc4s3)c2n1
  A: 104	B: 95	C: 99	D: 79	E: 99	F: 88	G: 91	H: 108

canonical_smiles: Cc1cccc(C(=O)C(=O)c2cccc(C)c2C)c1C
  A: 126	B: 132	C: 122	D: 101	E: 105	F: 97	G: 107	H: 118

canonical_smiles: COc1cc(/C=C/c2cc(/C=C/c3ccc(O)c(OC)c3)n(-c3cccc(Cl)c3)c(=S)n2)ccc1O
  A: 93	B: 95	C: 101	D: 71	E: 95	F: 93	G: 95	H: 113

canonical_smiles: Cn1c(=O)[nH]c(=O)c2nc(/C=C/c3cn(-c4ccccc4)nc3-c3ccccc3)c(=O)[nH]c21
  A: 100	B: 100	C: 107	D: 88	E: 99	F: 96	G: 100	H: 106

canonical_smiles: O=C(Nc1ccncc1)C(=O)c1cn(S(=O)(=O)c2cccc(Cl)c2)c2ccccc12
  A: 89	B: 53	C: 97	D: 58	E: 83	F: 75	G: 73	H: 88

canonical_smiles: COc1cc(/C=C2\C(=O)N(c3c(Cl)cccc3Cl)c3ccccc32)cc(OC)c1OCCCCn1c2ccccc2c(=O)c2ccccc21
  A: 109	B: 85	C: 110	D: 69	E: 92	F: 89	G: 101	H: 114

canonical_smiles: Oc1ccc(O)cc1
  A: 135	B: 108	C: 114	D: 82	E: 85	F: 106	G: 114	H: 128

canonical_smiles: COc1ccc(CN2CCc3c(nc(N)nc3Sc3ccc(Cl)cc3)C2)c(OC)c1
  A: 105	B: 93	C: 103	D: 67	E: 85	F: 90	G: 92	H: 115

canonical_smiles: Nc1c(C(=O)Nc2cncc3ccccc23)sc2nc3c(cc12)C(=O)CCC3
  A: 94	B: 89	C: 105	D: 83	E: 103	F: 98	G: 99	H: 109

canonical_smiles: Cc1cc(C)c2c(n1)sc1c(Nc3csc4ncccc34)ncnc12
  A: 98	B: 102	C: 104	D: 69	E: 85	F: 91	G: 104	H: 108

canonical_smiles: ClC1=C2NC=NC2n2c(nnc2-c2ccc(Cl)cc2)N1 (centres undefined)
  A: 101	B: 119	C: 105	D: 92	E: 109	F: 94	G: 97	H: 122

canonical_smiles: CC(C)c1ccc(Cn2c(-c3cscn3)nc3c(Cl)cccc32)cc1
  A: 108	B: 57	C: 92	D: 54	E: 84	F: 96	G: 86	H: 93

canonical_smiles: O=C1c2ccccc2C(=O)c2c(SC(=S)N3CCCC3)cccc21
  A: 104	B: 60	C: 111	D: 79	E: 97	F: 92	G: 107	H: 115

canonical_smiles: CCn1c(Sc2nn3cc(-c4ccc(Br)cc4)nc3s2)nc2c1c(=O)n(C)c(=O)n2C
  A: 89	B: 85	C: ·	D: 70	E: 93	F: 94	G: 100	H: 103

canonical_smiles: O=C(/C=C\c1ccc(O)c(O)c1)OC1C(O)CC(OC(=O)/C=C/c2ccc(O)c(O)c2)(C(=O)O)CC1O (centres undefined)
  A: 130	B: 107	C: 102	D: 104	E: 98	F: 104	G: 98	H: 104

canonical_smiles: C=C(C)[C@@H]1CC[C@]2(C(=O)OC)CC[C@]3(C)[C@H](CC[C@@H]4[C@@]5(C)CC[C@H](NC(=O)OC(C)(C)C)C(C)(C)[C@@H]5CC[C@]43C)[C@@H]12
  A: 92	B: 89	C: 81	D: 64	E: 84	F: 78	G: 87	H: 106

canonical_smiles: CC(=O)c1c(-c2ccc(OC(F)(F)F)cc2)nc2ccccn12
  A: 108	B: 89	C: 98	D: 82	E: 96	F: 103	G: 99	H: 6.6*

canonical_smiles: Cc1ccc2cccc(CC(=O)NN)c2c1
  A: 118	B: 110	C: 110	D: 92	E: 103	F: 104	G: 100	H: 103

canonical_smiles: CCOC(=O)c1ccc(C(=N)N)cc1
  A: 95	B: 107	C: 108	D: 92	E: 126	F: 117	G: 106	H: 105

canonical_smiles: O=C(Nc1ccc(Cl)cc1)Oc1ccc(Cl)cc1Cl
  A: 108	B: 105	C: ·	D: 82	E: 103	F: 100	G: 106	H: 113

As entered above:
O=C(Nc1ccc(Cl)cc1)Oc1ccc(Cl)cc1Cl in 786-0 shows 106
CCOC(=O)c1ccc(C(=N)N)cc1 in IGROV1 shows 107
CC(C)c1ccc(Cn2c(-c3cscn3)nc3c(Cl)cccc32)cc1 in TK-10 shows 93

Next section.
Keys – A = RXF 393; B = IGROV1; C = SK-OV-3; D = UO-31; E = ACHN; F = SN12C; G = 786-0; H = TK-10
canonical_smiles: O=C(NCc1cccnc1)c1sc2cc([N+](=O)[O-])ccc2c1Cl
  A: 112	B: 107	C: 91	D: 77	E: 106	F: 92	G: 97	H: 122

canonical_smiles: O=C(O)C1C2OC3C(OC(=O)C31)C2Br (centres undefined)
  A: 104&103	B: 117&102	C: 108&112	D: 84&91	E: 110&98	F: 105&101	G: 108&103	H: 102&92

canonical_smiles: NN1c2nc3c(cnn3-c3ccccc3)c(=O)n2NC1c1ccc(Cl)cc1 (centres undefined)
  A: 108	B: 93	C: 117	D: 67	E: 97	F: 107	G: 99	H: 104

canonical_smiles: COc1ccc2c(c1)nc(N)c1c3cc(OC)c(OC)cc3cn21
  A: 46	B: 65	C: 44	D: 50	E: 46	F: 56	G: 43	H: 49

canonical_smiles: COc1cc(Cn2cc(C(=O)Nc3cccnc3Nc3ccccc3)nn2)cc(OC)c1OC
  A: 99	B: 112	C: 114	D: 82	E: 95	F: 96	G: 95	H: 98

canonical_smiles: C#CCC1(O)CCC2C3CCc4cc(OC)ccc4C3CCC21C (centres undefined)
  A: 111	B: 122	C: 106	D: 93	E: 95	F: 97	G: 108	H: 108

canonical_smiles: O=c1[nH]c(-c2ccc(O)cc2)nc2n[nH]c(Nc3ccccc3)c12
  A: 75	B: 54	C: 57	D: 35	E: 51	F: 66	G: 57	H: 65

canonical_smiles: O=C(Nc1ccccc1O)c1ccc(Nc2ccnc(C(F)(F)F)c2)cc1
  A: 111	B: 110	C: 96	D: 62	E: 92	F: 113	G: 109	H: 139

canonical_smiles: CNC(C)=O
  A: 105	B: 105	C: 102	D: 93	E: 118	F: 100	G: 106	H: 91

canonical_smiles: O=C(O)COc1cc(F)c(Cl)cc1Cl
  A: 108	B: 94	C: 105	D: 77	E: 108	F: 94	G: 102	H: 101

The list goes on, starting with the last two of the part before.
Keys – A = RXF 393; B = IGROV1; C = SK-OV-3; D = UO-31; E = ACHN; F = SN12C; G = 786-0; H = TK-10
canonical_smiles: CNC(C)=O
  A: 105	B: 105	C: 102	D: 93	E: 118	F: 100	G: 106	H: 91

canonical_smiles: O=C(O)COc1cc(F)c(Cl)cc1Cl
  A: 108	B: 94	C: 105	D: 77	E: 108	F: 94	G: 102	H: 101

canonical_smiles: C=CC(CC(c1ccccc1)(c1ccccc1)c1ccccc1)N(CC)CC (centres undefined)
  A: 41	B: 77	C: 73	D: 43	E: 86	F: 71	G: 68	H: 74

canonical_smiles: C[C@H](CCC(=O)O)[C@H]1CC[C@H]2[C@@H]3[C@H](O)C[C@@H]4C[C@H](O)CC[C@]4(C)[C@H]3C[C@H](O)[C@]12C
  A: 104	B: 109	C: 109	D: 93	E: 103	F: 105	G: 87	H: ·

canonical_smiles: Oc1ccc2cc(Br)ccc2c1
  A: 108	B: 110	C: 112	D: 77	E: 108	F: 100	G: 106	H: 124

canonical_smiles: CN(C)c1nc(-c2cccs2)n2nc(-c3ccc(Cl)cc3)cc2n1
  A: 13	B: 12	C: -54*	D: -64*	E: -21*	F: 45	G: -41*	H: -23*

canonical_smiles: COc1cc(-c2nn(-c3ccccc3F)cc2CO)ccc1O
  A: 109	B: 84	C: 101	D: 81	E: ·	F: 102	G: 93	H: 113

canonical_smiles: Cc1oc2c(Cc3ccc(NC(=O)c4ccc(Cl)cc4)cc3)ncnc2c1C(=O)NO
  A: 98	B: 103	C: 94	D: 85	E: 106	F: 103	G: 95	H: 96

canonical_smiles: CC(C)C[C@H](NC(=O)[C@H](Cc1ccccc1)n1ccc(Nc2ccccc2)cc1=O)B(O)O
  A: 95	B: 107	C: 110	D: 89	E: 94	F: 97	G: 106	H: 99

canonical_smiles: O=C1CC(c2ccc(Cl)cc2)Oc2ccc(Cl)cc21 (centres undefined)
  A: 111	B: 105	C: 94	D: 61	E: 88	F: 81	G: 76	H: 91

canonical_smiles: Cc1ccc(S(=O)(=O)NCCNc2nc(Nc3ccc(N4CCN(C)CC4)cc3)nc3ccsc23)cc1
  A: 70	B: 108	C: 129	D: 92	E: 106	F: 97	G: 91	H: 121

canonical_smiles: C=C(C)[C@@H]1CC[C@]2(CO)CC[C@]3(C)[C@H](CC[C@@H]4[C@@]5(C)C/C(=C/c6ccco6)C(=O)C(C)(C)[C@@H]5CC[C@]43C)[C@@H]12
  A: 116	B: 114	C: 117	D: 93	E: 112	F: 107	G: 103	H: 95

canonical_smiles: NC(=O)C(O)(c1ccccc1)c1ccccc1
  A: 123	B: 111	C: 97	D: 94	E: 108	F: 99	G: 102	H: 97

canonical_smiles: CC(C)(C)c1cc(/N=C/c2ccc(F)cc2)n(-c2ccccc2)n1
  A: 94	B: 117	C: 106	D: 105	E: 99	F: 104	G: 93	H: 110

canonical_smiles: CCn1c(Sc2nnc(/N=C3\NC(=O)/C(=C/c4ccc(Cl)cc4)S3)s2)nc2c1c(=O)n(C)c(=O)n2C
  A: 95	B: 95	C: 112	D: 82	E: 99	F: 99	G: 100	H: 139

canonical_smiles: Cc1ccc(NC(=O)CSc2nnc(COc3cnc4ccccc4n3)o2)cc1
  A: 104	B: 76	C: 108	D: 71	E: 95	F: 91	G: 103	H: 128

canonical_smiles: O=S(=O)(NCCNc1nccc(-c2c(-c3cccc(F)c3)nc3sccn23)n1)c1ccc(F)cc1
  A: 69	B: 11	C: 80	D: 23	E: 36	F: 49	G: 59	H: 80

canonical_smiles: N#CC(=C=N)C(=C(C#N)C#N)c1ccncc1
  A: 112	B: 108	C: 105	D: 86	E: 88	F: 104	G: 102	H: 89

canonical_smiles: O=C(Nc1nccs1)c1noc2ccccc12
  A: 110	B: 84	C: 92	D: 86	E: 97	F: 97	G: 96	H: 133

canonical_smiles: Cc1c(Cl)cccc1NC(=O)c1sc2nc3c(cc2c1N)CCCC3
  A: 40	B: 57	C: 28	D: 46	E: 47	F: 41	G: 30	H: 62

canonical_smiles: COc1ccc(NC(=O)CSC(N)=O)cc1
  A: 173	B: 108	C: 118	D: 67	E: 99	F: 94	G: 91	H: 104

canonical_smiles: N#CCCc1ccc(O)cc1
  A: 106	B: 116	C: 106	D: 91	E: 100	F: 107	G: 104	H: 113

canonical_smiles: O=C(O)c1cc2ccccc2s1
  A: 110	B: 106	C: 103	D: 95	E: 103	F: 106	G: 106	H: 123

canonical_smiles: COC(=O)[C@H]1Cc2c([nH]c3ccccc23)[C@@H](c2ccc3c(c2)OCO3)N1
  A: 100	B: 91	C: 101	D: 77	E: 96	F: 101	G: 97	H: 93

canonical_smiles: COc1cc(OC)c(S(N)(=O)=O)cc1C(=O)/C=C/c1ccc2c(c1)OCO2
  A: 73	B: 99	C: 107	D: 85	E: 96	F: 85	G: 102	H: 107

canonical_smiles: CC(C)(C)NC(=O)C1(N2C(=O)c3ccccc3C2=O)CCCC1
  A: 101	B: 120	C: 111	D: 94	E: 104	F: 96	G: 92	H: 98

canonical_smiles: N#CC(Cc1ccccc1)c1ccccc1 (centres undefined)
  A: 100	B: 96	C: 109	D: 91	E: 107	F: 105	G: 109	H: 100

canonical_smiles: COc1ccc2c(c1)nc(N)c1c3cccnc3cn21
  A: 35	B: 18	C: 9.2*	D: 42	E: 38	F: ·	G: 23	H: 51

canonical_smiles: O=C(Cn1cc(-c2ccccc2)nn1)Nc1nc(-c2ccc(Br)cc2)cs1
  A: ·	B: 109	C: 99	D: 94	E: 107	F: 94	G: 83	H: 91

canonical_smiles: CC(C)CN(CC(C)C)c1nn[nH]n1
  A: 103	B: 97	C: 118	D: 101	E: 104	F: 102	G: 107	H: 106

canonical_smiles: Cc1nn2c(c1Br)NC=C(C(=O)c1ccccc1O)C2C(C)C (centres undefined)
  A: 110	B: 82	C: 77	D: 61	E: 93	F: 84	G: 94	H: 88

canonical_smiles: COc1ccc(Sc2cccc(Cl)c2)c(C(=O)O)c1
  A: 110&115	B: 99&109	C: 103&107	D: 92	E: 96&103	F: 91&101	G: 103&98	H: 121&103

Retrieved by structure from the list above, 2 records:
Keys – A = RXF 393; B = IGROV1; C = SK-OV-3; D = UO-31; E = ACHN; F = SN12C; G = 786-0; H = TK-10
canonical_smiles: Cc1cc(C)c2c(n1)sc1c(Nc3csc4ncccc34)ncnc12
  A: 98	B: 102	C: 104	D: 69	E: 85	F: 91	G: 104	H: 108

canonical_smiles: Cc1cccc(C(=O)C(=O)c2cccc(C)c2C)c1C
  A: 126	B: 132	C: 122	D: 101	E: 105	F: 97	G: 107	H: 118

Next part.
Keys – A = RXF 393; B = IGROV1; C = SK-OV-3; D = UO-31; E = ACHN; F = SN12C; G = 786-0; H = TK-10
canonical_smiles: CCCCCCCC(CCCCC)C(=O)OCC (centres undefined)
  A: ·	B: 108	C: 112	D: 97	E: 108	F: 94	G: 103	H: 91

canonical_smiles: CC(=O)OC(OC(C)=O)c1ccc([N+](=O)[O-])cc1
  A: 111	B: 106	C: 99	D: 89	E: 105	F: 105	G: 94	H: 94

canonical_smiles: CCCCCC(=O)OC1CCC(C(C)(C)C)CC1 (centres undefined)
  A: 106	B: ·	C: 113	D: 98	E: 107	F: 105	G: 96	H: 94

canonical_smiles: Clc1ccc(CSc2ncnc(SCc3ccc(Cl)cc3Cl)c2Br)c(Cl)c1
  A: 106	B: 95	C: 105	D: 84	E: ·	F: 95	G: 102	H: 114

canonical_smiles: COc1cccc(/C=N/NC(=O)c2ccc3nc(-c4ccc(Cl)cc4)[nH]c3c2)c1O
  A: -97*	B: -77*	C: -85*	D: -2.2*	E: -34*	F: ·	G: -90*	H: -11*

canonical_smiles: ON(Cc1ccccc1)Cc1ccccc1
  A: 94	B: 100	C: 100	D: 78	E: 107	F: 97	G: 101	H: 111

canonical_smiles: O=C1CC(=O)N(c2cn3c(-c4ccccc4)csc3n2)N1
  A: 90	B: 91	C: 87	D: 60	E: 81	F: 92	G: 104	H: 131
